# Source: PubChem BioAssay
# TPT1 inhibitor = Candida albicans TPT1 enzyme inhibitors, primary screen, biochemical, fluorescence polarization. tRNA 2'-phosphotransferase TPT1 (Candida albicans SC5314). recombinant caTPT1, FP RNA substrate dephosphorylation. inhibition, % at 5 µM. hit rate 0.81% among 300,000. AID 1962, 2009;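 active = inhibition above the mean of all tested compounds plus 3 SD, set per screening campaign, cut at about 24% in these data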;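 note: plate controls were DMSO alone for no effect and ferristatin control at 100 nM for full effect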
# HCV core dimer = inhibitors of HCV core protein dimerization, primary screen, biochemical, TR-FRET, high-throughput. TR-FRET GST/Flag-core106 dimerization, 1536-well. inhibition, % at 5 µM. hit rate 0.33% among 300,000. AID 1899, 2009;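 active = inhibition above the mean of all tested compounds plus 3 SD, set per screening campaign, cut at about 45% in these data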
#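 System: GST/Flag-tagged HCV core106 proteins. Incubation: compound-protein-antibody incubation 4 h at 22.5 °C. Technique: HTRF with 340 nm excitation, 617/671 nm emission. Medium: KF-containing HEPES buffer, pH 7.45, DTT, CHAPS, BSA. Read-out: inhibition (%) from 671 over 617 nm ratio. Also added: Eu(K)-anti-GST 90 ng/mL plus XL665-anti-Flag 1 µg/mL.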
# PP1 counter = PP1-alpha phosphatase inhibitors, primary screen, counter-screen for PP5 inhibitor project, biochemical, fluorescence, OMFP substrate, single point; hit rate 0.9% among 320,000; Serine/threonine-protein phosphatase PP1-alpha catalytic subunit (Homo sapiens), P62136; purified PP1alpha; AID 2235, 2010; inhibition, % at 6.7 µM;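 active = inhibition above the mean inhibition of all tested compounds plus 3 SD, computed separately for each screening campaign, cut at about 15% in these data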
# PP5 inh = PP5 phosphatase inhibitors, primary screen, biochemical, fluorescence; Serine/threonine-protein phosphatase 5 (Homo sapiens), P53041; purified PP5c, OMFP substrate fluorescence; AID 1987, 2009; hit rate 0.18% among 320,000; inhibition, % at 6.7 µM;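 active = inhibition above the campaign's mean inhibition across all tested compounds plus 3 SD, cut at about 9.5% in these data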;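 note: 0% = DMSO only and 100% = 100 µM cantharidin control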
# proCasp7 act = procaspase-7 activators, primary screen, counter-screen for procaspase-3 activator project, biochemical, absorbance, HTS, human | Caspase-7 (Homo sapiens), P55210 | recombinant procaspase-7, Ac-DEVD-pNA absorbance 405 nm; D23A/D198A/D206A triple mutant, cannot self-cleave; scale: DMSO 0, 5 µM enzyme 100 | activation, % at 8.5 µM | hit rate 0.093% among 330,000 | AID 463210, 2010;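 active = percent activation above the screen-wide mean plus 3 SD, cut at about 25% in these data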
#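 System: Procaspase-7 triple mutant (PC-7 D3A); measure: % activation from two-timepoint absorbance difference, scaled to controls; times: 1 h compound preincubation, 2 h substrate cleavage, 25 °C; also added: Ac-DEVD-pNA substrate, 400 µM as added; measured by: Epi-absorbance of released pNA at 405 nm, two timepoints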
# proCasp3 act = activators of human procaspase-3 D3A mutant, primary screen, biochemical, absorbance, PC-3 D3A mutant, single concentration. Caspase-3 (Homo sapiens), P42574. recombinant procaspase-3 D3A, Ac-DEVD-pNA absorbance 405 nm. activation, % at 8.5 µM. hit rate 0.11% among 330,000. AID 463141, 2010;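 active = activation above the mean of all tested compounds plus 3 SD, cut at about 21% in these data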;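 note: 0% = DMSO alone and 100% = DMSO wells spiked with extra 5 µM PC-3 D3A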
#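 Test system: Procaspase-3 D3A mutant; medium: Zinc-free HEPES/NaCl buffer with 0.01% Triton X-100 at pH 7.4; reagent: DEVD-pNA substrate; doses: one concentration, 8.5 µM nominal, 0.8% DMSO; times: 1 h preincubation plus 2 h reaction at 25 °C; signal: Epi-absorbance at 405 nm of released p-nitroaniline, 0 and 120 min; replicates: singlicate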
# PAFAH2 inh = PAFAH2 enzyme inhibitors, primary screen, biochemical, fluorescence polarization, human | recombinant PAFAH2, FP-rhodamine activity probe | inhibition, % at 3.39 µM | Platelet-activating factor acetylhydrolase 2, cytoplasmic (Homo sapiens), Q99487 | hit rate 0.99% among 340,000 | AID 492956, 2010;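 active = inhibition above the mean over all tested compounds plus 3 SD, cut at about 30% in these data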;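 note: inhibitors block probe labeling of enzyme so polarization drops; 0% = enzyme with DMSO and 100% = wells lacking PAFAH2 protein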
# CTSL1 counter = Fasciola hepatica cathepsin L1 inhibitors, primary screen, counter-screen for PFM18AAP inhibitor project, biochemical, QFRET, fluorogenic peptide substrate. recombinant F. hepatica cathepsin L1, Z-Leu-Arg-MCA fluorescence. inhibition, % at 5.96 µM. hit rate 0.49% among 300,000;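 active = inhibition above the mean of all tested compounds plus 3 SD, set per screening campaign, cut at about 17% in these data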;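 note: 0% = plate median of test compound wells and 100% = 1 µM Z-Phe-Ala-diazomethylketone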
# AHR activator = AHR activators, primary screen, cell-based, luminescence, luciferase reporter, human. AHR-responsive luciferase reporter cells. hit rate 2.5% among 320,000. activation, % at 5 µM. Aryl hydrocarbon receptor (Homo sapiens), P35869; in the data active = activation above about 47%;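 note: 0% = vehicle wells and 100% = reference agonist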
# Target sequence (P35869 whole entry, looked up): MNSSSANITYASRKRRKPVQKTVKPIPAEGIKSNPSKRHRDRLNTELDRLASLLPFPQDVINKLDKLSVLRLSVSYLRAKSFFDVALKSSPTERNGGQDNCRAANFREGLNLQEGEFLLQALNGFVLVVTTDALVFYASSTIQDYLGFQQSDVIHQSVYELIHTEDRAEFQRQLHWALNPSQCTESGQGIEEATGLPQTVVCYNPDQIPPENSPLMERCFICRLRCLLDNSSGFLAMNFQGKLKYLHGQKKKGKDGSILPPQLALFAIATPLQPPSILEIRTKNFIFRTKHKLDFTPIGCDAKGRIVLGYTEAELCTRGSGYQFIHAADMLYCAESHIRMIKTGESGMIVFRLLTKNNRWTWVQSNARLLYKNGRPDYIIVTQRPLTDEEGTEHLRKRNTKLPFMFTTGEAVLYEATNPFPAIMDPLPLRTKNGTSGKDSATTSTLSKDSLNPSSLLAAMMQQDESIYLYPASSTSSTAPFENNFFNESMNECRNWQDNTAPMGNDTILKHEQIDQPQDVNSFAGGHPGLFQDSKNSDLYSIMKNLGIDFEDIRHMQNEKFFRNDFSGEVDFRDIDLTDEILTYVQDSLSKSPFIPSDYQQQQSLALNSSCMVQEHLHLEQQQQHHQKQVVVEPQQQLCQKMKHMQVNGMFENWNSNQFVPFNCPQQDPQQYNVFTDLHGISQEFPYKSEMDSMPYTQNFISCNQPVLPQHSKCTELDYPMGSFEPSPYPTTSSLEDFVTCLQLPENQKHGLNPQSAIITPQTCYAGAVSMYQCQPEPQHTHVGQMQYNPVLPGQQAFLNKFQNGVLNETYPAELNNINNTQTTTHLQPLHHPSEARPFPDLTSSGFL
# An asterisk follows results filed as active; / = no result given.
canonical_smiles,TPT1 inhibitor,HCV core dimer,PP1 counter,PP5 inh,proCasp7 act,proCasp3 act,PAFAH2 inh,CTSL1 counter,AHR activator
CC(=O)c1ccc(Oc2ncnc3sccc23)c(CN2CCOCC2)c1,2,-5,1,1.4,-5,1,-9,0,4
COc1cccc(-c2ccc(SCc3ccccn3)nn2)c1,4,3,-2,2.7,6,6,2,0,-2
Cc1c(C(=O)N2CCC2)oc2ccc(Cl)cc12,/,/,/,/,-4,-2,-4,/,-1
CN(CC(=O)Nc1ccc(Cl)c(C(F)(F)F)c1)C(=O)c1cccc(N2C(=O)CCC2=O)c1,/,/,-1,2.4,-5,4,4,/,0
S=C(NCc1ccc2c(c1)OCO2)Nc1ccc2nsnc2c1,4,-83,-6,3.2,-25,-8,10,-3,5
CC(=O)Nc1cccc(OCC(O)Cn2cnc3ccccc32)c1 (configuration not stated),2,-4,4,1.7,6,5,3,-3,4
CC(C)(C)Nc1nc(C(N)=O)nc(N2CCOCC2)n1,0,-3,-6,1.5,-2,4,-2,-1,0
CN(C)S(=O)(=O)c1cc(NC(=O)CN2CCN(c3ccc(O)cc3)CC2)ccc1Cl,-2,3,-3,0.8,-14,-13,4,5,3
C/C(=N/OC(=O)c1c(-c2c(F)cccc2Cl)noc1C)c1cnccn1,-1,-1,1,0.0,0,5,-1,-5,0
Cc1cc2c(cc1C)C(c1ccccc1OC(C)C)CC(=O)N2 (configuration not stated),18,0,4,1.6,4,0,1,4,52*
COc1cc(/C=C/C(=O)N(C)c2ccccc2C(=O)O)cc(OC)c1OC,-3,7,-7,-5.6,5,-1,14,6,6
CCc1[nH]c(=O)c(C#N)c2c1CCCC2,-4,-7,0,1.7,9,2,7,1,3
Cc1nn(C2CCS(=O)(=O)C2)c(Cl)c1/C=C/C(=O)OCC(=O)Nc1ccccc1OC(F)F (configuration not stated),2,1,1,3.8,-4,7,50*,-10,0
NC(=O)CSc1nnc2n(N)c(=O)c3ccccc3n12,-4,-11,-2,-0.6,2,-3,1,-3,1
COc1ccc(OC)c(N(CC(=O)Nc2cccnc2)S(=O)(=O)c2ccc(C)cc2)c1,-1,0,-3,3.1,0,0,-3,-2,0
Cc1ccccc1OCC(=O)OCC(=O)Nc1ccc(S(N)(=O)=O)cc1,1,8,-6,-2.1,1,-4,8,-17,1
Cc1cc(C)c(S(=O)(=O)/N=C2\C=CC(=O)C(Cl)=C2)c(C)c1,2,32,4,2.2,-9,0,31*,-4,4
COCCN(CCOC)c1nc(-c2ccc([N+](=O)[O-])cc2)nc2ccccc12,-1,-3,-3,1.5,1,-1,7,-2,10
COc1cccc(-c2nc(-c3ccc(NC(=O)c4ccncc4)cc3)no2)c1,1,-1,0,-2.8,6,2,-18,-1,3
CC(CCc1ccccc1)NC(=O)c1cnc(Cl)c(Cl)c1 (configuration not stated),-4,-9,4,2.3,5,3,6,-1,2
CCCCN(C(=O)Cc1cccc(F)c1)c1c(N)n(CCC)c(=O)[nH]c1=O,6,0,2,0.3,0,6,9,0,1
COCCNC(=O)/C(C#N)=C1\N=C(NC(=O)c2cccs2)c2ccccc21,0,8,-4,-0.8,7,6,3,-1,2
COC(=O)C1=C(C)N(CCc2c[nH]c3ccccc23)C(=O)/C1=C\N(C)C,3,-8,0,0.3,-12,-8,3,-4,8
Cc1cc(C)cc(-n2ccn(CC(=O)NCCc3ccccc3)c(=O)c2=O)c1,-1,-11,-9,-5.5,5,0,6,0,8
Cc1csc(NC(=O)c2ccc(OCC3CCCO3)cc2)n1 (configuration not stated),-2,-4,0,0.0,-1,2,0,3,6

# The last 2 compounds of the section above are carried over, then new ones follow.
canonical_smiles,TPT1 inhibitor,HCV core dimer,PP1 counter,PP5 inh,proCasp7 act,proCasp3 act,PAFAH2 inh,CTSL1 counter,AHR activator
Cc1cc(C)cc(-n2ccn(CC(=O)NCCc3ccccc3)c(=O)c2=O)c1,-1,-11,-9,-5.5,5,0,6,0,8
Cc1csc(NC(=O)c2ccc(OCC3CCCO3)cc2)n1 (configuration not stated),-2,-4,0,0.0,-1,2,0,3,6
O=C(NN1C(=O)NC2(CCCCC2)C1=O)c1cc(F)cc(F)c1,/,/,-1,-1.1,8,1,0,/,4
c1ccc2cc(OCc3nc4ccccc4[nH]3)ccc2c1,3,-5,4,1.9,8,4,4,-2,0
COc1ccccc1Oc1ccc(S(=O)(=O)N2CCCCC2C)cc1 (configuration not stated),0,2,2,2.0,-5,-2,5,2,7
CCn1ccc(C(=O)NCCCN2CCCC2=O)n1,-1,-1,-5,1.0,5,-1,-5,3,7
CCc1ccc(NC(=O)CN(c2ccccc2)S(=O)(=O)N(C)C)cc1,-3,19,1,0.9,8,-3,-6,3,11
Cc1ccc(CS(=O)(=O)c2nc3c(c(N(C)C)n2)CCCC3)cc1,-3,5,-1,0.0,1,-3,4,-4,0
Clc1ccccc1CSc1nnc(/C=C/c2ccccc2)o1,3,5,0,2.8,-11,-2,-7,2,-1
O=C(OCC(=O)c1ccco1)c1ccc2ncsc2c1,6,5,-7,-3.5,-14,-10,11,-8,5
Cc1ccc(NC(=O)CCC(=O)NNC(=S)Nc2ccccc2)c(C)c1,2,-3,-1,2.2,-5,-1,-2,0,4
O=C(OC1CCOC1=O)c1ccc(S(=O)(=O)N2CCCCCC2)cc1 (configuration not stated),0,4,0,2.5,4,-6,-5,-1,-2
Cc1cccc(NC(=O)c2sc3nc(N4CCOCC4)c4c(c3c2N)CCCC4)c1,0,21,-1,2.5,-48,-35,3,0,3
COc1cccc(-c2nn(-c3ccccc3)cc2CNC(C)Cn2cncn2)c1 (configuration not stated),-4,4,0,1.2,1,8,0,0,5
CC(=O)CCn1cnc([N+](=O)[O-])n1,-1,-2,5,7.1,1,8,-7,10,-1
O=C1Nc2ccccc2C1C(C[N+](=O)[O-])c1ccccn1 (configuration not stated),1,3,-2,1.7,6,-11,6,-5,21
CC(C)(C)c1ccc(OCC(O)CN2CCc3ccccc3C2)cc1 (configuration not stated),1,2,3,-1.5,6,-6,/,0,-1
CC(=O)CCc1ccc(OC(=O)c2cccnc2)cc1,-6,0,-1,-2.0,0,-5,10,1,-3
O=C(COc1ccc(Cl)cc1)Nc1nc(-c2ccncc2)cs1,2,3,5,0.0,-18,-16,1,3,3
O=C(NCCc1cn2ccccc2n1)c1ccccc1F,-3,-3,8,-2.5,5,-6,-8,1,-1
CCOc1ccccc1N(CC(=O)NCCSCc1ccco1)S(=O)(=O)c1ccccc1,-6,5,-2,0.8,-19,2,0,-3,-3
Cc1ccc(N(CC(=O)Nc2ccc3c(c2)OCCO3)S(C)(=O)=O)cc1,-1,-4,-2,2.2,4,4,0,-3,9
CCOC(=O)NC(=O)CSc1nc(C)cc(C(F)(F)F)c1C#N,23,-8,1,1.6,2,0,-11,2,15
O=C1N/C(=C/c2ccc(Br)cc2)C(O)=C1C=NCc1ccccc1,1,10,-2,-2.4,-1,6,3,1,13
COC(=O)c1cc(-c2ccc(Br)cc2)c2c(=O)[nH]c(=O)n(C)c2n1,-3,12,1,1.6,5,7,-3,-4,3
Clc1ccc2c(c1)CCc1cccnc1C2=C1CCNCC1,1,-1,6,1.4,-5,-10,/,-3,3
Cc1ccc(C(=O)c2c(NC(=O)c3ccccc3C)sc(C)c2C)cc1,0,-3,-1,-1.7,2,-11,9,3,2
Nc1ncnc2c1ncn2C1CCC(CO)C(O)C1 (configuration not stated),-3,-4,-3,1.5,19,1,-2,-1,11
O=C(O)c1cc(-c2ccccc2Cl)n(-c2cccc(Cl)c2)n1,-1,7,18*,2.1,1,6,-7,-6,4
COc1ccccc1N1C(=O)CC(N2CCc3ccccc32)C1=O (configuration not stated),5,6,-2,1.3,-2,10,30,-4,22
O=C(NNc1cccc(Cl)n1)c1c(Cl)cccc1Cl,-6,-1,1,-0.3,3,-1,-10,0,32
CNS(=O)(=O)c1cccc2nsnc12,-1,5,-2,-0.5,6,0,1,0,2
CC(=O)NS(=O)(=O)c1ccc(NC(=S)NC(=O)c2ccco2)cc1,-5,-12,1,0.9,1,2,0,0,4
O=C(Nc1ccc(Nc2ccccc2)cc1)c1c(Cl)cccc1Cl,-3,-1,-1,1.8,-3,-5,6,2,1
Cn1c(C2CCCCC2)nc2c1c(=O)[nH]c(=O)n2Cc1ccccc1,-1,6,-3,-0.1,9,4,1,1,4
CSc1ncc(Cl)c(C(=O)Nc2cc(C)ccc2C)n1,-3,-6,2,-1.7,3,-4,0,-1,18
CC(C)[C@H](NC(=O)c1ccc([N+](=O)[O-])cc1Cl)C(=O)N1CCN(C/C=C/c2ccccc2)CC1,/,/,/,/,-7,6,3,/,0
CCC(=O)N(Cc1cc2cccc(C)c2[nH]c1=O)c1ccccc1OC,1,4,0,2.1,-4,0,6,2,8
Cc1ccc(CN2CCC(n3nccc3NC(=O)C3CCOC3)CC2)cc1C (configuration not stated),-2,9,-4,-1.5,8,2,6,-3,2
O=C(CC1SC(=Nc2ccccc2)N(Cc2ccccn2)C1=O)Nc1cccc(Cl)c1 (configuration not stated),-2,18,4,4.6,2,-2,-3,5,11
COc1ccc(CCNC(=O)C(=O)NCCC2CCCCN2S(=O)(=O)c2ccccc2)cc1 (configuration not stated),-3,10,5,2.5,-3,4,4,1,0
CCN1CCN(c2nc3sc4c(c3c3ncnn23)CC(C)CC4)CC1 (configuration not stated),-2,-10,-6,-2.6,-1,-10,3,0,32
CCOC(=O)N1CCN(C(=O)CCc2nc3sc4c(c3c(=O)[nH]2)CCCC4)CC1,3,0,-6,-1.4,-3,1,-4,-2,0
Cc1ccc(-c2nc3ccccn3c2Nc2ccccc2)o1,1,-16,1,2.3,-3,11,-11,2,7
